# Bioassay records from PubChem BioAssay.
# Efflux pump mplx: blocks antifungal efflux pumps in multiplex yeast assay; S. cerevisiae Candida pump triplex, Nile Red efflux; inhibition, % at 10 µM; 0.44% of 330,000 active; AID 485275;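 active means plate passing quality check with inhibition over a set limit, or well fluorescence over plate mean plus 4 SD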;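 further: Nile Red retained in pooled yeast measured as flow cytometry median fluorescence; 0% = buffer negative control and 100% = Enniatin B positive control; higher means more Nile Red kept so more efflux inhibition; some compounds called inactive have numbers as strong as hits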
# PME-1 inh: blocks human protein phosphatase methylesterase 1 | 0.53% of 320,000 active | AID 2130 | inhibition, % at 5.9 µM | recombinant PME-1, FP-Rh probe fluorescence polarization | Q9Y570;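 active means inhibition above the campaign mean of all compounds plus 3 SD, cut at about 26% in these data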;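 further: competitive labeling of PME-1 active site by serine hydrolase directed probe; 0% = PME-1 with DMSO and 100% = wells lacking PME-1 enzyme; inhibitors block probe labeling so polarization falls and inhibition rises; many of its hits are not listed in these tables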
# MEX-5 binding: C. elegans MEX-5 TCR-2 RNA binding activity | Q9XUB2 | MEX-5/FITC-TCR2 RNA binding, fluorescence polarization; stronger effect = lower value | activity score (negative = inhibition of binding), % at 10 µM | 0.38% of 300,000 active | AID 1832;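 active means inhibition past about -25% in most replicates, and total fluorescence under double the plate's negative control median, limit read from the data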;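 further: 0% = DMSO and -100% = 5 µM competing unlabeled TCR2 RNA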
# Target sequence (Q9XUB2 whole entry, looked up): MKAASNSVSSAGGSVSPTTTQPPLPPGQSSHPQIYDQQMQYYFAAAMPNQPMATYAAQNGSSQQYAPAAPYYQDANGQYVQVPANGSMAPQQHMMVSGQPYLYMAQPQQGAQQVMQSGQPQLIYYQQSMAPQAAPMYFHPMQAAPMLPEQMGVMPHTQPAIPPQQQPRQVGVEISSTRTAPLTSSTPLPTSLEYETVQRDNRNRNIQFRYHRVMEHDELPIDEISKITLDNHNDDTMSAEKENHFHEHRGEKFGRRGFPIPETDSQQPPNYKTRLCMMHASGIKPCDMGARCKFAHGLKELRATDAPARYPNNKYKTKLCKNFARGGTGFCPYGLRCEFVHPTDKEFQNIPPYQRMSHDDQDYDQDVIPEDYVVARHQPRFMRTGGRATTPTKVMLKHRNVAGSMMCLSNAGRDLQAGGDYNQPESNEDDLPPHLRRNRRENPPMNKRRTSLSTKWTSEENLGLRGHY
# MCL1 BIM primary: disrupts human MCL1 binding to BIM-BH3 peptide | GST-MCL1 / FITC-Bim-BH3 fluorescence polarization | inhibition, % at 10.9 µM | 0.68% of 320,000 active | AID 2057;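 active means inhibition above the mean inhibition of all tested compounds plus 3 SD, set per campaign, cut at about 40% in these data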;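 further: 0% = DMSO wells and 100% = unlabeled Bim-BH3 peptide control; higher means more loss of mP so more displacement of Bim peptide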
# Target sequence (Q07820 whole entry, looked up): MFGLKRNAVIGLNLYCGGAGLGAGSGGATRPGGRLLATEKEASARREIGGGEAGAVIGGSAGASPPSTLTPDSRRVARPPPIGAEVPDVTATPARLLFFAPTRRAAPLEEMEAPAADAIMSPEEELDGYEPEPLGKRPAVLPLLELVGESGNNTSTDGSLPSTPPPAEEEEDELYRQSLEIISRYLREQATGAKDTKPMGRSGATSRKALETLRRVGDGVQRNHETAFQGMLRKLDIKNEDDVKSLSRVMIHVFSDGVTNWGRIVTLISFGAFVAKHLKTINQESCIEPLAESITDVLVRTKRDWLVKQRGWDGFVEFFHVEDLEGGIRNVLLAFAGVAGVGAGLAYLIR
# GLD-1 RNA inh: GLD-1-TGE RNA interaction inhibition (C. elegans); 0.44% of 320,000 active; Q17339; inhibition, % at 5.96 µM; AID 2280; purified GLD-1 + fluorescein TGE RNA, fluorescence polarization;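 active means percent inhibition above a per-plate cutoff, the plate mean of test compounds plus 3 SD, cut at about 30% in these data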;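 further: 0% = DMSO wells with GLD-1 and probe and 100% = wells lacking GLD-1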
# VLA-4 inh: inhibition in a human VLA-4 binding assay; P13612; VLA-4 expressing cells, ligand binding flow cytometry; inhibition, % (about 7 µM as worked out from the volumes in the protocol); 0.2% of 330,000 active; AID 2557; in the data active means inhibition above about 50%
# Fam108B inh: blocks mouse Fam108B hydrolase in RBBP9 counter-screen | recombinant Fam108B, FP-Rh probe fluorescence polarization | inhibition, % at 9.51 µM | 0.33% of 300,000 active | AID 1947;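 active means inhibition above the screen mean inhibition plus 3 SD, computed separately per campaign, cut at about 18% in these data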;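 further: inhibitors lower polarization as less probe binds the enzyme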
# Bcl-xL primary: blocks human Bcl-xL binding to Bim BH3 peptide; Q07817; 0.7% of 320,000 active; GST-Bcl-xL / FITC-Bim BH3 peptide fluorescence polarization; AID 2129; inhibition, % at 10.9 µM;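 active means inhibition above the mean of all tested compounds plus 3 SD, cutoff set per campaign, cut at about 30% in these data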;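 further: 0% = DMSO wells and 100% = unlabeled Bim-BH3 peptide competitor; inhibitors lower millipolarization by displacing the labeled peptide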
# Target sequence (Q07817 whole entry, looked up): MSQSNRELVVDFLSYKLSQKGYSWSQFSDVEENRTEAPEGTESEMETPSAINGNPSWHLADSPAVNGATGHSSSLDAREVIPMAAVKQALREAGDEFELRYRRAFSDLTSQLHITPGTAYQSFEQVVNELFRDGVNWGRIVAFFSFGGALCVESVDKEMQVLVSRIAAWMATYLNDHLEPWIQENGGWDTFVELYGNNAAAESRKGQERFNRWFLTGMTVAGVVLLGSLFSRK
# GRK2 aptamer HTS: human GRK2 inhibition via aptamer displacement; P25098; bead flow cytometry, FAM-aptamer displacement from GRK2; inhibition of aptamer binding, % at 10 µM; 0.59% of 330,000 active;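 active means inhibition of aptamer binding above 40%, roughly 3 SD of noise, on plates passing a quality check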;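 further: median bead fluorescence of bound FAM aptamer so fluorescent compounds give negative values; no value below 0 was filed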
# Active calls of the source: *; . = not tested or not shown.
cpd	SMILES	Efflux pump mplx	PME-1 inh	MEX-5 binding	MCL1 BIM primary	GLD-1 RNA inh	VLA-4 inh	Fam108B inh	Bcl-xL primary	GRK2 aptamer HTS
1	CC1CCCC(C)N1CCCNC(=O)Cn1cc2c(n1)CCCC2 (stereo not drawn)	0.0	-8.0	-17.5	17.6	4.1	1.6	1.0	13.6	0.0
2	Cc1ccc(C(=O)N2CCCC(Nc3ccc(C(C)C)cc3)C2)cn1 (stereo not drawn)	0.2	1.8	0.0	1.4	2.9	-1.6	1.3	6.3	2.0
3	CC(C)CN(C(=O)c1cccc(S(=O)(=O)N2CCN(Cc3ccccc3)CC2)c1)C1CCS(=O)(=O)C1 (stereo not drawn)	0.2	-4.6	2.1	-16.1	1.0	6.7	-1.9	-11.3	2.0
4	O=C(Nc1ccc(S(=O)(=O)N2CCCCC2c2cccnc2)cc1)c1ccccc1F (stereo not drawn)	0.0	-3.8	1.4	-2.2	-0.7	-12.7	2.4	7.8	3.0
5	C[C@H]1COC(=O)CCC/C=C\C[C@H](CC(=O)N(CCO)Cc2ccccc2)C(=O)N1	-0.2	.	.	.	0.1	30.6	.	.	3.0
6	Cc1cccc(/C=C/C(=O)c2ccc(NC3=NCCCS3)cc2)c1	0.4	22.3	0.6	9.3	6.2	6.0	-0.1	8.6	0.0
7	COc1cc(NC(=O)CSc2ncnc3c2cnn3Cc2ccccc2)cc(OC)c1	0.1	10.9	-4.1	3.5	3.3	28.2	-10.6	4.8	0.0
8	C/C=C/CSc1nc2c(c(=O)[nH]c(=O)n2C)n1C(C)C	-0.1	-7.4	-2.5	-3.2	5.4	-6.0	1.0	-1.1	0.0
9	Cc1ccc(C(=O)NCC(=O)OCC(=O)Nc2ncc(C(F)(F)F)cc2Cl)cc1	-0.1	8.0	0.3	21.6	4.4	0.9	1.7	12.9	4.0
10	O=C(Cc1ccsc1)Nc1ccccc1F	-0.2	-6.2	-0.3	6.0	-3.6	5.6	1.2	6.8	0.0
11	Cc1cc(C)nc(NC(=O)CN2C(=O)c3ccccc3S2(=O)=O)n1	0.0	0.9	1.2	9.1	-1.6	-5.4	2.7	7.6	1.0
12	Cc1cc(C)c(S(=O)(=O)NCCn2ccc3ccccc32)c(C)c1	0.0	4.9	-3.3	0.8	2.8	1.9	-7.1	-5.5	0.0
13	CCC(C)N(C(=O)CSc1ncnc2sccc12)C1CCS(=O)(=O)C1 (stereo not drawn)	0.0	-1.2	.	6.8	3.1	15.4	.	3.1	0.0
14	COC(=O)C1=CO[C@@H](C)[C@H]2CN3CCc4c([nH]c5ccccc45)[C@@H]3C[C@H]12	0.0	7.7	.	-10.0	7.9	35.3	3.0	2.1	5.0
15	Cn1c(CNC(=O)c2cccs2)n[nH]c1=S	-0.5	2.4	1.3	-3.1	-1.3	19.2	0.4	-5.5	1.0
16	CCCc1nc(N)c(C#N)c(-c2cccnc2)c1CC	-0.1	-4.7	1.2	2.5	4.8	1.9	-1.6	4.5	1.0
17	Nc1nc(-c2ccc3c(c2)NC(=O)CO3)cs1	-0.1	-0.1	1.1	-1.3	-0.2	3.6	1.7	0.8	0.0
18	O=C(Nc1ccc(S(=O)(=O)N2CCCCC2)cc1)c1ccncc1	-0.1	2.6	-0.8	-3.2	4.1	7.6	1.6	-0.9	0.0
19	Fc1cccc(/C=N/Nc2nccnc2Cl)c1	-0.1	-0.7	-0.1	11.2	-3.4	11.3	2.2	-0.5	0.0
20	COc1ccc(/C=N/Nc2nc(Nc3ccccc3)nc(N3CCCC3)n2)cc1	-0.2	3.6	-0.6	-2.1	4.9	-4.4	3.5	1.4	0.0
21	CSc1ccc(C(=O)c2[nH]c(=O)[nH]c2C)cc1	0.0	-6.2	-0.6	10.4	3.3	54.9*	3.1	9.8	2.0
22	Nc1nc(N)n(-c2ccccc2)c(=Nc2ccccc2)n1	0.0	0.7	0.2	8.3	-5.5	-7.3	4.3	8.8	0.0
23	O=C(NC1CCCC1)C(c1ccncc1)N(C(=O)c1csnn1)c1ccccc1 (stereo not drawn)	-0.1	0.4	-2.5	-3.4	-10.3	10.3	0.8	3.8	1.0
24	N#Cc1ccsc1NC(=O)CN1CCOCC1	0.2	1.0	.	7.7	-8.0	5.7	0.2	6.6	0.0
25	Cc1cccc(NS(=O)(=O)c2c(C(=O)N3CCCC3)c(C)n(C)c2C)c1	0.2	-5.1	-1.5	-6.4	-4.7	11.9	3.1	0.4	4.0
26	CCn1c(SCC(=O)N/N=C/C=C/c2ccccc2[N+](=O)[O-])nnc1-c1ccc(Cl)cc1	0.0	-2.0	-1.7	0.1	0.4	4.4	-5.8	0.7	3.0
27	COc1ccccc1C(=O)NCCC(=O)NNC(=O)Cn1ccc(C(F)(F)F)n1	0.2	-4.6	-1.0	2.7	4.7	2.4	0.2	-0.9	0.0
28	COc1ccccc1N(CN1C(=O)c2ccccc2C1=O)C(=O)c1cccc(C)c1	0.0	1.6	0.9	-1.6	1.6	-23.7	-5.3	-1.9	3.0
29	CC1CN(c2nc3ccccc3nc2NS(=O)(=O)c2ccccc2)CC(C)O1 (stereo not drawn)	-0.1	.	.	.	3.7	0.0	.	.	5.0
30	CCOC(=O)C1(CCc2ccccc2)CCN(Cc2ccccn2)CC1	-0.1	-1.2	-1.9	9.9	4.2	11.7	0.2	1.9	4.0
31	Cn1c(=O)c(NC(=O)c2ccccc2)c2n(c1=S)CCCCC2	0.0	-1.2	5.1	5.0	4.5	-4.2	-2.2	3.7	0.0
32	O=S(=O)(c1cccc(S(=O)(=O)N2CCOCC2)c1)N1CCCCCC1	0.3	2.2	1.5	3.5	6.2	-1.1	2.5	2.5	3.0
33	CSc1nc2ccccc2s1	-0.1	0.8	0.0	-4.8	-3.0	-5.1	-1.1	0.8	0.0
34	CCOC(=O)c1cc(NC(=O)c2cccnc2)cc(C(=O)OCC)c1	0.1	-5.9	-0.7	4.5	2.7	14.8	-2.4	-1.0	0.0
35	O=C(C1=C(O)C(=O)N(c2nc3ccc(Cl)cc3s2)C1c1ccco1)c1ccco1 (stereo not drawn)	0.3	-2.1	.	56.6*	1.2	-15.6	.	19.3	13.0
36	O=C(NCCc1ccccc1)c1cccc(S(=O)(=O)NCc2ccccc2)c1	0.1	5.8	-1.5	3.6	14.2	4.0	-0.7	7.7	0.0
37	CN(C(=O)c1cc(-c2ccccc2)on1)C1CCCCC1	0.1	-4.8	-1.0	-1.4	0.8	2.3	-1.9	2.4	1.0
38	O=C(CN(c1ccccc1F)S(=O)(=O)c1ccccc1)N1CCCCCC1	0.1	-1.3	1.1	0.3	0.0	14.8	0.1	3.6	0.0
39	CCOC(=O)C(=CNc1cc(C)ccc1C)C(=O)OCC	0.0	-3.9	-0.1	2.3	6.8	0.7	0.6	5.8	4.0
40	CCn1c(C)nc2cc(S(=O)(=O)N3CCCC3)ccc21	-0.2	-5.8	.	10.4	-4.0	-3.0	0.2	9.2	0.0
41	COc1ccc(C(=O)NCC(C)CN(C)C)cc1 (stereo not drawn)	0.0	-1.3	-1.2	3.4	0.8	22.1	1.0	-0.2	1.0
42	COc1cccc(-n2c(O)c(C=NCc3ccccn3)c3ccccc3c2=O)c1	-0.1	-3.0	-2.6	5.0	5.3	13.6	1.1	6.7	0.0
43	CCc1ccc2nc(/N=C(\N)NC(=O)c3ccccc3)nc(C)c2c1	0.1	-9.7	-1.1	-3.7	0.8	-8.1	-14.0	1.7	0.0
44	CCN(C(=O)COC(=O)c1c(C)c(-c2ccccc2)nc2ccccc12)C1CCS(=O)(=O)C1 (stereo not drawn)	-0.1	-2.8	2.8	-21.5	1.6	-6.4	-3.6	0.2	6.0
45	Cc1c(NC(=S)NC(NC(=O)C(C)C)C(Cl)(Cl)Cl)c(=O)n(-c2ccccc2)n1C (stereo not drawn)	1.2	8.4	-3.4	6.4	-4.9	5.0	-1.2	3.4	0.0
46	CC(=O)c1cccc(NC(=O)CN2C=NS(=O)(=O)c3ccc(C)cc32)c1	0.1	1.6	-1.9	-5.3	3.2	2.9	-1.3	-1.6	0.0
47	Oc1ccc(N=Nc2ccc3c(c2)OCCO3)c2cccnc12	-0.2	-0.2	3.1	3.3	4.9	0.0	1.1	-0.7	3.0
48	O=C(NCc1ccc(Cl)s1)C1CCC(=O)N(CCc2cccc(F)c2)C1 (stereo not drawn)	-0.1	-0.9	0.6	0.8	-1.7	5.6	1.4	8.9	3.0
49	O=C1c2cccc3cccc(c23)C(=O)N1CC1CCN(CC(O)COc2ccc3ccccc3c2)CC1 (stereo not drawn)	-0.1	-4.8	0.2	-2.2	-1.5	-7.9	-6.7	2.9	0.0
50	COc1ccc(Cl)cc1-c1nc(SCC(=O)N(C)C)n[nH]1	-0.1	0.8	2.1	3.3	-22.7	-4.1	6.3	4.2	3.0
51	CN(C)CCCn1c2c(c(SCC(=O)Nc3ccc4c(c3)OCO4)nc1=O)CCCC2	-0.1	-3.7	-1.1	8.3	2.4	-7.2	4.5	4.9	2.0
52	O=C(O)CCSc1nnc(SCC(=O)NC2CCS(=O)(=O)C2)s1 (stereo not drawn)	0.1	.	.	.	11.4	-5.9	.	.	3.0
53	C=CCOc1ccc(CN(C)CC(O)COc2ccc(CCC(C)=O)cc2)cc1 (stereo not drawn)	-0.1	0.8	0.8	2.7	1.8	0.0	5.3	4.6	0.0
54	CCCCOc1ccc(C(=O)NCC(=O)NCC2CCCO2)cc1 (stereo not drawn)	-0.1	-0.6	1.2	7.7	7.5	7.0	-3.4	2.8	5.0
55	NS(=O)(=O)c1ccc(C(=O)Nc2ccc(-c3nc4cccnc4s3)cc2)cc1	0.4	-10.7	-4.5	1.2	0.8	1.9	-64.2	5.3	0.0
56	COc1cccc(S(=O)(=O)N2CCOCC2)c1	0.0	-8.3	-1.8	4.1	1.4	-4.4	0.2	0.7	0.0
57	CC(C)C(=O)Nc1nnc(SCC(=O)NCc2cccs2)s1	-0.2	-4.7	2.2	-7.3	-1.1	2.5	-4.1	-6.6	7.0
58	Cc1sc2ncnc(SCC(=O)NNC(=O)COc3cccc4ccccc34)c2c1C	0.0	-9.8	-1.1	11.1	-4.0	0.0	-12.2	3.4	1.0
59	NC(=O)c1ccc(NC(=O)CCN=C2NS(=O)(=O)c3ccccc32)cc1	0.0	-2.4	0.6	-4.4	3.9	-3.7	-1.0	-1.6	0.0
60	CCOc1ccccc1N1CCN(C(=O)c2cn(CC3CCCCC3)nn2)CC1	-0.9	.	2.7	.	.	-4.2	.	.	0.0
61	O=C(c1ccc(F)cc1)C1CCN(C(=O)NCc2ccccc2)CC1	-0.1	-0.3	0.8	5.3	4.0	3.9	-2.6	1.0	0.0
62	O=C(CSc1ccc(Cl)cc1)N1CCN(c2c(Cl)cccc2[N+](=O)[O-])CC1	0.0	-1.0	1.0	9.0	6.2	3.9	3.5	7.0	4.0
63	O=[N+]([O-])c1cccc(S(=O)(=O)N2CCCCCC2)c1	-0.1	-2.1	1.2	-0.6	4.0	8.4	-0.8	-3.9	0.0

# An excerpt; count on the stated rates, not on these rows.
